From PubChem
NPYLR7 ag – activates Aedes aegypti NPYLR7 receptor. activation, % at 10 µM. HEK293T NPYLR7/Galpha15, GCaMP6s calcium fluorescence. 270,000 tested, 0.15% active. AID 1259423; in the data active = activation above about 40%;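 also: 0% = vehicle and 100% = reference agonist at the receptor; some compounds past the cut are filed as inactive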
hcGAS lum – inhibitors of human cGAS | Q8N884 | recombinant h-cGAS, ATP depletion, Kinase-Glo luminescence | inhibition, % at 12.5 µM | 290,000 tested, 0.081% active | AID 1259398;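 also: 0% = vehicle reaction and 100% = reaction without DNA for no activity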
Target sequence (Q8N884 whole entry, looked up): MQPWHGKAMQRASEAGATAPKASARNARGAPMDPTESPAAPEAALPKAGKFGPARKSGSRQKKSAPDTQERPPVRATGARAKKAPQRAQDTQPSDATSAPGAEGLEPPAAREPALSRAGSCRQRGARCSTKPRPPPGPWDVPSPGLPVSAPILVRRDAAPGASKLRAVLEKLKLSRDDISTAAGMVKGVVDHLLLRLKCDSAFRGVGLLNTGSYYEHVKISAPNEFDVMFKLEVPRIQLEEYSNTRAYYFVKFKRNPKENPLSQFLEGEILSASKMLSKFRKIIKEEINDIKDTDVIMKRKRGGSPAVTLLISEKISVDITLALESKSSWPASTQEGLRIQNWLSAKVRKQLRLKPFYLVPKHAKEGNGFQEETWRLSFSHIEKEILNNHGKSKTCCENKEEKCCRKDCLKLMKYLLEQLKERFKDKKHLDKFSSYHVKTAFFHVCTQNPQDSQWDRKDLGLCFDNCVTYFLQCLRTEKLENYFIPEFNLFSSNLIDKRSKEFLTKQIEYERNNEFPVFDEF
mcGAS inh – inhibitors of mouse cGAS; AID 1259399; Q8C6L5; 160,000 tested, 0.15% active; recombinant cGAS, Kinase-Glo ATP depletion luminescence; inhibition, % at 12.5 µM;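 also: 0% = negative control wells and 100% = reference inhibitor with no enzyme activity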
* marks the source's active call; other numbers are inactive results; . = no result given; & = joins results of further samples. Rule as the data show it, unless noted: active = inhibition above about 40%; inactive = the rest.

Each structure is followed by: NPYLR7 ag | hcGAS lum | mcGAS inh
O=C(NCc1ccc(F)cc1Cl)C1CCN(c2ncccc2S(=O)(=O)N2CCOCC2)CC1
→ -2 | -4 | -6
N#Cc1sc2nc3c(c(C4CC=CCC4)c2c1N)CCC3 (stereo not given)
→ -3&4 | 11&-6 | -3
Cc1cc(N)nc(SCC(=O)NC2CCCCC2)n1
→ 8 | -8 | .
CCOc1ccc(-c2ccc(C(=O)N3CCN(c4ccc(NC(=O)COC)cn4)CC3)s2)cc1
→ -3 | -2 | -6
O=C(Nc1ccccc1)c1cc(C2CC2)n(C2CCS(=O)(=O)C2)n1 (stereo not given)
→ 5 | -2 | -4
O=c1c2c3c(sc2ncn1N=Cc1ccccc1Cl)CCCC3
→ -4 | -4 | -5
COc1ccc(Nc2nc(Cl)nc(NCCN3CCOCC3)n2)c(OC)c1
→ -4 | -4 | -6
Cc1cccc(C(C(=O)N2CCC3(CC2)CNC(=O)O3)N(C)C)c1 (stereo not given)
→ 2 | -7 | -9
CN(CC1COCCO1)c1nccc(N2CCC(O)CC2)n1 (stereo not given)
→ . | -10 | -9
Brc1ccc(-c2nnc3sc(CN4CCCCC4)cn23)cc1
→ 1 | 2 | -5
CCN(CC(C)C#N)C(=O)CN1CCN(CC2CCCO2)CC1 (stereo not given)
→ -7 | -2 | .
CC(c1cccnc1)N(C)Cc1ccc2ccccc2n1 (stereo not given)
→ -4 | -11 | .
COC(=O)c1cccn1C1CCN(C(C)C(=O)NC(N)=O)CC1 (stereo not given)
→ 0 | 6 | .
CCOCCCN(CC(C)C(=O)OC)C(=O)/C=C/c1cscn1 (stereo not given)
→ 2 | -5 | .
COc1ccc(Br)cc1C1=N/C(=C\c2coc3ccccc3c2=O)C(=O)O1
→ 3 | 1 | 0
CCOC(=O)N1CCN(C(=O)CSc2nnc(C)c3cnn(-c4ccccc4OC)c23)CC1
→ -8 | -7 | -10
O=C(Nc1cc(Cl)ccc1C(F)(F)F)c1ncn(-c2ccccc2)n1
→ 6 | 3 | .
O=C(Nc1ccccc1-c1ccccc1)N1CCCn2cncc2C1
→ -1 | -5 | -11
Cc1cc2n(CC(O)COc3ccccc3)c(C)cc(=O)n2n1 (stereo not given)
→ 4 | -2 | -2
O=C(O)c1c[nH]c2ccc(S(=O)(=O)NCCc3c[nH]c4ccccc34)cc2c1=O
→ 15 | -4 | -5
CCC(C)N(C(=O)CN1CCN(c2cccc(C)c2C)CC1)C1CCS(=O)(=O)C1 (stereo not given)
→ -1 | -2 | .
COCCN(CC(=O)N(Cc1ccc(F)cc1)Cc1ccco1)C(=O)Nc1ccc(C)c(C)c1
→ -3 | -16 | -7
COCCCNC(=O)c1cc(-c2ccc(F)cc2)nc2cc(-c3ccccc3)nn12
→ 21 | -4 | -7
CC(=O)c1c(C)[nH]c(C(=O)OCc2nc3sc4c(c3c(=O)[nH]2)CCC(C)C4)c1C (stereo not given)
→ 4 | -6 | -10
COCCCN(CC(=O)N1CCc2sccc2C1COc1ccc(Cl)cc1)C(=O)c1ccco1 (stereo not given)
→ 10 | -4 | -5
O=C1N=C(N2CCCCC2)SC1=Cc1csc(-c2ccco2)n1
→ 0 | 4 | 5
CCN(CC)CCNC(=O)c1cc(NC(=O)Nc2ccccc2Br)ccc1N1CCCCC1
→ -4 | -12 | -7
N#CCNC(=O)CNc1cccc(Cl)c1N1CCOCC1
→ 13 | -9 | .
CN1CCN(c2ccc(NC(=O)c3ccoc3)c(C(F)(F)F)c2)CC1
→ 4 | -8 | .
CCCCCC(=O)Nc1c(-c2cccc(Cl)c2)nc2ccc(C)cn12
→ 6 | -3 | -10

Brought forward from above: 2 compounds; new compounds follow.
Each structure is followed by: NPYLR7 ag | hcGAS lum | mcGAS inh
CN1CCN(c2ccc(NC(=O)c3ccoc3)c(C(F)(F)F)c2)CC1
→ 4 | -8 | .
CCCCCC(=O)Nc1c(-c2cccc(Cl)c2)nc2ccc(C)cn12
→ 6 | -3 | -10
CN(C)c1ccc(/C=C2\SC(=S)N(c3ccc([N+](=O)[O-])cc3)C2=O)cc1
→ 5 | -2 | -4
CC1CCCN(C(C)C(=O)N(C)CC(=O)Nc2ccccc2C(F)(F)F)C1 (stereo not given)
→ -3 | 5 | 22
Cc1cc(C(=O)Cn2cnc3sccc3c2=O)c(C)n1Cc1ccco1
→ 22 | -8 | .
NC(=O)c1cncc(Oc2cc(F)c(CN3CCCC3)c(F)c2)n1
→ 14 | -7 | .
CCOc1ccc2nc(CNC(C)c3cnn(-c4ccccc4)c3C)ccc2c1 (stereo not given)
→ 3 | -5 | 10
Cn1c(=O)c2c(-c3ccc(Br)cc3)c(NCc3ccccc3)oc2n(C)c1=O
→ -3 | -4 | -3
CC(=O)N1C[C@@H]2CCCN3CCC[C@@H]([C@H]23)[C@H]1CCCC(=O)NCc1c(C)n[nH]c1C
→ . | -1 | -1
Cc1nn2cc(CNC3CCC4(CCNCC4)CC3)nc2s1
→ 1 | 2 | .
CCn1nnc2c(SC(C)C)ncnc21
→ -1 | -7 | .
c1ccc(COn2c3c(c4c5nonc5ccc42)CCCC3)cc1
→ 6 | 2 | 0
CCOC(=NCCOC)NC(=O)c1ccc(Cl)c(Cl)c1
→ 7 | -3 | -4
O=C(NCc1ccccc1CS(=O)(=O)N1CCOCC1)c1ccoc1
→ 19 | -11 | .
COc1ccc(N=Cc2cc(Br)ccc2O)c(OC)c1
→ 4 | -8 | .
Cc1cccc2sc(N(CCN(C)C)C(=O)c3ccc(S(C)(=O)=O)cc3)nc12
→ 1 | -3 | -4
Cc1n[nH]c(C)c1S(=O)(=O)N1CCOCC1
→ 16 | -7 | .
CC(c1ccc(F)cc1)N1CCN(S(=O)(=O)N(C)C)CC1 (stereo not given)
→ 3 | -7 | .
COc1cccc(CN2CCN(Cc3cc(Cl)ccc3O)CC2CCO)c1 (stereo not given)
→ -9 | 2 | .
O=C(CSc1nc(=O)n(CCO)c2c1CCCC2)NCc1ccc2c(c1)OCO2
→ -2 | -7 | -9
Cc1cccc(C)c1NC(=O)Cn1ccn2nc(-c3ccc(Cl)cc3)cc2c1=O
→ 4 | -6 | -9
Cc1ccc([N+](=O)[O-])cc1NC(=O)c1cc2ccccc2o1
→ 12 | -12 | .
NC1(C(=O)O)CCN(Cc2cccn2-c2ncccn2)C1 (stereo not given)
→ 1 | -9 | .
CCCCN(CC(=O)N1c2ccccc2-n2cccc2C1c1ccc(C)cc1)C(=O)COc1ccc(Cl)cc1 (stereo not given)
→ 4 | -2 | -4
Cc1c(C(=O)NC2CCCC2)sc(=O)n1Cc1ccc(F)c(Cl)c1
→ -10 | 3 | .
O=C(COC(=O)C1SCCc2sccc21)NCc1ccc2c(c1)OCO2 (stereo not given)
→ -4 | -1 | .
CC1CCN(C(=O)Nc2sc3c(c2C(=O)O)CC(C)(C)OC3)CC1
→ -15 | -3 | .
COc1ccc(/C=C/C(=O)NC(C)c2ccccc2F)cc1OC (stereo not given)
→ 3 | 0 | -15
CCCc1nc(C2CN(CC(=O)N(C)Cc3ccco3)CCO2)n[nH]1 (stereo not given)
→ 11 | -3 | .
CCOc1ccccc1CNC(=O)c1cc(N2CCc3cc(OC)c(OC)cc3C2)nc2ccccc12
→ . | -4 | -3
O=C(CCc1ccco1)N1CCN(C(=O)NC2CCCCC2)CC1
→ 0 | -17 | .
COc1cc(=O)n(-c2ccccc2)nc1C(=O)N1CCOCC1
→ 3 | -8 | .

An excerpt of these results, with each value named.
structure: CCCc1nc(C2CN(CC(=O)N(C)Cc3ccco3)CCO2)n[nH]1 (stereo not given)
  NPYLR7 ag: 11	hcGAS lum: -3	mcGAS inh: .
structure: Cn1c(=O)c2c(-c3ccc(Br)cc3)c(NCc3ccccc3)oc2n(C)c1=O
  NPYLR7 ag: -3	hcGAS lum: -4	mcGAS inh: -3

Taken from above:
COc1ccc(N=Cc2cc(Br)ccc2O)c(OC)c1 in NPYLR7 ag reads 4
CCOc1ccccc1CNC(=O)c1cc(N2CCc3cc(OC)c(OC)cc3C2)nc2ccccc12 in mcGAS inh reads -3
COc1cc(=O)n(-c2ccccc2)nc1C(=O)N1CCOCC1 in NPYLR7 ag reads 3
Cc1nn2cc(CNC3CCC4(CCNCC4)CC3)nc2s1 in NPYLR7 ag reads 1
O=C(CCc1ccco1)N1CCN(C(=O)NC2CCCCC2)CC1 in NPYLR7 ag reads 0

Other records.
Each structure is followed by: NPYLR7 ag | hcGAS lum | mcGAS inh
CCCC(C)(C)C(=O)N1CCC1(C)C(=O)NS(=O)(=O)c1ccccc1 (stereo not given)
→ 11 | 2 | .
Cc1c(C)n(Cc2ccccc2)c2ncnc(N=CC(C#N)C#N)c12
→ 17 | -5 | .
C[C@@]1(O)CCN(C(=O)c2cccc(-n3cccn3)c2)C[C@@H]1Cc1ccccc1
→ 1 | -5 | -8
CCCCC(=O)NCCc1cc2ccc(C)cc2[nH]c1=O
→ 1 | 8 | -1
Cc1cc(-c2nn(-c3ccccc3F)cc2CN(Cc2nccn2C)C(C)C)c(C)s1
→ 11&2 | -4&-2 | -5&-3
CC(=O)Oc1c[nH]c2ccccc12
→ -2 | -14 | .
O=C(NCCNc1cccnc1)C1CCCN(C2CCN(C(=O)C3CC3)CC2)C1 (stereo not given)
→ . | -3 | -15
COC(=O)CCCC(=O)N1CCN(c2ccc(NC(=O)c3ccco3)cn2)CC1
→ 26 | -1 | -7
CCCCCn1c(=N)c(C(=O)OCC)cc2c(=O)n3ccccc3nc21
→ 4 | 3 | -2
CCC(C)NC(=O)c1c(O)nc2c(C)cccn2c1=O (stereo not given)
→ -1 | -11 | -8
COCc1cc(N2CCN(C)CC2)nc(SCc2ccc(C(=O)NCCc3ccccn3)o2)n1
→ -8 | -2 | 0
O=C(NCc1cccnc1N1CCOCC1)c1ccc(Cn2cnnn2)cc1
→ 1 | -4 | -16
O=C(NCc1ccc(N2CCCC2=O)cc1)c1cc(=O)c2ccccc2o1
→ -4 | 5 | 0
Cc1ccc(COc2ccc([C@@H]3c4c(C)nn(C)c4NC(=O)[C@H]3NC(=O)c3ccccc3)cc2)cc1
→ 1 | -7 | .
Cc1nc2ccc(Cl)cn2c(=O)c1NC(=O)CC1CCCC1
→ 2 | -7 | .
O=S(=O)(NCc1ccncc1)c1ccc(Br)cc1
→ -1 | 1 | .
Cn1c(=O)c2c(ncn2CC(=O)Nc2nnc(C3CC3)s2)n(C)c1=O
→ 0 | -3 | .
CSc1ccc(COc2coc(CN3CCN(C(=O)/C=C/c4ccc(OC(F)(F)F)cc4)CC3)cc2=O)cc1
→ 29 | -10 | -7
CC(C)=CC1C(C(=O)NS(=O)(=O)N2CCCCC2)C1(C)C (stereo not given)
→ 0 | -4 | .
CCOC(=O)c1cnc(SC)nc1-c1ccc2c(c1)OCCO2
→ -6 | 0 | -1
COc1ccc(-c2nn(-c3ccccc3C)cc2CN2CCNC(=O)C2)cc1F
→ 1&-1 | 1&2 | .
COc1cccc(CC2(CO)CCN(c3ncnc4sccc34)CC2)c1
→ -4 | -3 | .
COc1c[nH]c(CN2CCCC(Nc3ccc(F)c(F)c3)C2)cc1=O (stereo not given)
→ 1 | -5 | -16
CC(C)C(Sc1nnc(-c2ccco2)n1C)C(=O)NC(N)=O (stereo not given)
→ -7 | -5 | .
C#CCn1c(CCc2ccccc2)nc2ccccc21
→ 9 | -13 | .
CC(C)CCC1(C)NC(=O)N(CC(=O)O)C1=O (stereo not given)
→ 11 | -6 | -7
COc1cccc(OC)c1C(=O)Nc1c(C)nc2sccn2c1=O
→ 7 | -1 | -5
Cc1cccnc1NCCNC(=O)c1cccc2ccnn12
→ -1 | 6 | .
O=C(NCCc1ccccn1)c1cc2n(n1)CCN(Cc1cccc(Cl)c1)C2=O
→ -2 | -2 | -2
